# CBFb RUNX1 block: blocks binding between human CBF-beta and RUNX1; Q01196+Q13951; AlphaScreen CBFb-His/RUNX1-biotin binding, biochemical; Potency, µM (titrated, usually from 59.8 µM), without a hit: at the highest dose activity, negative = inhibition, most hits filed as inhibitors; 230,000 tested, under 10 active; note: % of control where 0% means no effect
# Target sequence (Q01196 whole entry, looked up): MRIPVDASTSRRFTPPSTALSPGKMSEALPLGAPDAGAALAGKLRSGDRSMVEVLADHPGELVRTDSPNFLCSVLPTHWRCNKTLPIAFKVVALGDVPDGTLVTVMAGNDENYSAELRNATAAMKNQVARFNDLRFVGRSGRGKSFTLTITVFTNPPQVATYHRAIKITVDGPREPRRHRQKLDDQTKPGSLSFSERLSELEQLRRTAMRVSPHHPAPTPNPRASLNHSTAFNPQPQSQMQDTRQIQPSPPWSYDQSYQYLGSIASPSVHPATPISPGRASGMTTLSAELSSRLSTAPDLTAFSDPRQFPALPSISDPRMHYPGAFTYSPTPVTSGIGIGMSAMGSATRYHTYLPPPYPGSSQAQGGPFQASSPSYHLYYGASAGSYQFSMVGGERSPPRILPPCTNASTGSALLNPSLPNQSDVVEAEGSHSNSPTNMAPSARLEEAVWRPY
# Target sequence (Q13951 whole entry, looked up): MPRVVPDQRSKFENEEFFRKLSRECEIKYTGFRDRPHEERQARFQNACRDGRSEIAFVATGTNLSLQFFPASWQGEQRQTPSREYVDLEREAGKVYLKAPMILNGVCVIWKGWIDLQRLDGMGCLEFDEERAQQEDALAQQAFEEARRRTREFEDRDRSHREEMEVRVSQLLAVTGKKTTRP
#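 Read-out: AlphaScreen. Format: His-CBF-beta with biotinylated RUNX1 (30 nM each) preincubated 20 min, compound 15 min, Ni-chelate plus streptavidin beads 90 min; room temperature throughout.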
# GAA spleen mod: inhibitors or activators of human alpha-glucosidase in spleen homogenate | AID 2112 | P10253 | Potency, µM (highest dose often 79.9 µM), inactives show top-dose activity change, negative = inhibition, hits mostly inhibitors | actives 0.006% (n = 240,000) | human spleen homogenate, 4-MU-alpha-glucoside fluorescence;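 note: potency is the fitted concentration of half-maximal effect; 0% = enzyme with vehicle and -100% = no enzyme basal signal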
#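 Human spleen homogenate (1 ug) with 4-methylumbelliferyl-alpha-D-glucopyranoside (1 mM final) in 50 mM citrate/phosphate pH 5.0, 0.01% Tween-20; 40 min at 37 C. Stopped at pH 10; 4-MU fluorescence Ex 365/Em 440 nm; AC50 by Hill fit.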
# * marks the source's active call; other numbers are inactive results; ? = inconclusive; [ ] = remark or other dose. Calls come from the whole dose curve; as a rule, active = well fitted curve in the direction sought with a large enough effect; inconclusive = small, poorly fitted or top-dose-only effect, or another doubt; inactive = no such curve, though single readings can be large; an effect the other way counts as inactive or inconclusive.
# Start of the data: the first 8 compounds, ahead of the listing:
nr	smiles	CBFb RUNX1 block	GAA spleen mod
1	CC(C)C[C@H](NC(=O)[C@H](CC(C)C)NC(=O)[C@@H](Cc1c[nH]c2ccccc12)NC(=O)[C@H](Cc1ccccc1)NC(=O)[C@@H](Cc1c[nH]c2ccccc12)NC(=O)[C@H](CCC(N)=O)NC(=O)[C@H](CCC(N)=O)NC(=O)[C@@H]1CCCN1C(=O)[C@H](CCCCN)NC(=O)[C@@H]1CCCN1C(=O)[C@@H](CCCNC(=N)N)NC(=O)[C@@H]1CCCN1C(=O)CNC(=O)[C@H](CC(C)C)NC(=O)[C@H](CC(C)C)NC(=O)[C@H](Cc1ccc(O)cc1)NC(=O)CNC(=O)[C@H](C)NC(=O)[C@H](CO)NC(=O)[C@H](CC(N)=O)NC(=O)[C@H](CC(C)C)NC(=O)[C@@H](NC(=O)[C@H](Cc1c[nH]c2ccccc12)NC(=O)CN)[C@@H](C)O)C(N)=O	9.4%	-1.8%
2	C=CCOC(/C=C/c1ccccc1)CC (stereo not given)	10.6%	0.5%
3	C/C=C(/C)C(=O)O[C@H]1C[C@@]2(C)O[C@H]2[C@@H](OC(C)=O)C2(C)CC[C@@](O)(C(C)C)C12 (stereo not given in full)	21.6%	0.6%
4	OC[C@@H]1[C@@H](c2ccc(F)cc2)C(c2cccc(Cl)c2)=NN1c1ccccc1	?	?
5	C[C@@]12C=Cc3occc3[C@H]1CC[C@]13CC(=O)[C@@H](CC[C@H]12)C3	-13.2%	2.9%
6	COc1ccc(-c2nnc3n2N=C(c2cc(OC)ccc2OC)CS3)c(OC)c1	-3.7%	9.5%
7	C[C@@H](O)[C@@H]1NC(=O)[C@H](CCCCN)NC(=O)[C@H](Cc2c[nH]c3ccccc23)NC(=O)[C@H](Cc2ccccc2)NC(=O)[C@H](Cc2ccccc2)NC(=O)[C@H](CC(N)=O)NC(=O)[C@H](CCCCN)NC(=O)[C@@H](NC(=O)[C@@H]2CCCN2)CSSC[C@@H](C(=O)N[C@@H](CCCCN)C(=O)O)NC(=O)[C@H](CO)NC(=O)[C@H](CO)NC(=O)[C@H](Cc2ccccc2)NC1=O	10.5%	6.6%
8	Cc1cccc(-c2nn(C(=S)Nc3ccccc3)cc2-c2ccnc3ccccc23)n1	6.5%	-6.0%

# All compounds of this part, from the start:
nr	smiles	CBFb RUNX1 block	GAA spleen mod
1	CC(C)C[C@H](NC(=O)[C@H](CC(C)C)NC(=O)[C@@H](Cc1c[nH]c2ccccc12)NC(=O)[C@H](Cc1ccccc1)NC(=O)[C@@H](Cc1c[nH]c2ccccc12)NC(=O)[C@H](CCC(N)=O)NC(=O)[C@H](CCC(N)=O)NC(=O)[C@@H]1CCCN1C(=O)[C@H](CCCCN)NC(=O)[C@@H]1CCCN1C(=O)[C@@H](CCCNC(=N)N)NC(=O)[C@@H]1CCCN1C(=O)CNC(=O)[C@H](CC(C)C)NC(=O)[C@H](CC(C)C)NC(=O)[C@H](Cc1ccc(O)cc1)NC(=O)CNC(=O)[C@H](C)NC(=O)[C@H](CO)NC(=O)[C@H](CC(N)=O)NC(=O)[C@H](CC(C)C)NC(=O)[C@@H](NC(=O)[C@H](Cc1c[nH]c2ccccc12)NC(=O)CN)[C@@H](C)O)C(N)=O	9.4%	-1.8%
2	C=CCOC(/C=C/c1ccccc1)CC (stereo not given)	10.6%	0.5%
3	C/C=C(/C)C(=O)O[C@H]1C[C@@]2(C)O[C@H]2[C@@H](OC(C)=O)C2(C)CC[C@@](O)(C(C)C)C12 (stereo not given in full)	21.6%	0.6%
4	OC[C@@H]1[C@@H](c2ccc(F)cc2)C(c2cccc(Cl)c2)=NN1c1ccccc1	?	?
5	C[C@@]12C=Cc3occc3[C@H]1CC[C@]13CC(=O)[C@@H](CC[C@H]12)C3	-13.2%	2.9%
6	COc1ccc(-c2nnc3n2N=C(c2cc(OC)ccc2OC)CS3)c(OC)c1	-3.7%	9.5%
7	C[C@@H](O)[C@@H]1NC(=O)[C@H](CCCCN)NC(=O)[C@H](Cc2c[nH]c3ccccc23)NC(=O)[C@H](Cc2ccccc2)NC(=O)[C@H](Cc2ccccc2)NC(=O)[C@H](CC(N)=O)NC(=O)[C@H](CCCCN)NC(=O)[C@@H](NC(=O)[C@@H]2CCCN2)CSSC[C@@H](C(=O)N[C@@H](CCCCN)C(=O)O)NC(=O)[C@H](CO)NC(=O)[C@H](CO)NC(=O)[C@H](Cc2ccccc2)NC1=O	10.5%	6.6%
8	Cc1cccc(-c2nn(C(=S)Nc3ccccc3)cc2-c2ccnc3ccccc23)n1	6.5%	-6.0%
9	CC(C)C[C@H](NC(=O)CNC(=O)[C@H](CCC(N)=O)NC(=O)[C@H](CC(C)C)NC(=O)[C@H](CC(C)C)NC(=O)[C@H](CCCNC(=N)N)NC(=O)[C@H](CCC(N)=O)NC(=O)[C@H](CC(C)C)NC(=O)[C@H](CCCNC(=N)N)NC(=O)[C@H](C)NC(=O)CNC(=O)[C@H](CCC(=O)O)NC(=O)[C@H](CCCNC(=N)N)NC(=O)[C@H](CC(C)C)NC(=O)[C@H](CCCNC(=N)N)NC(=O)[C@H](CO)NC(=O)[C@H](CC(C)C)NC(=O)[C@H](CCC(=O)O)NC(=O)[C@H](CO)NC(=O)[C@@H](NC(=O)[C@H](Cc1ccccc1)NC(=O)[C@@H](NC(=O)CNC(=O)[C@H](CC(=O)O)NC(=O)[C@H](CO)NC(=O)[C@@H](N)Cc1cnc[nH]1)[C@@H](C)O)[C@@H](C)O)C(=O)N[C@H](C(N)=O)C(C)C	20.0%	6.6%
10	CC(=O)Nc1ccc(SCC(CC(C)C)N2CCN(C)CCC2=O)cc1 (stereo not given)	9.9%	3.2%
11	CC(C)C[C@H](NC(=O)[C@H](CC(C)C)NC(=O)[C@H](CCC(N)=O)NC(=O)[C@H](CO)NC(=O)[C@@H]1CCCN1C(=O)[C@H](CO)NC(=O)[C@H](CO)NC(=O)[C@@H](NC(=O)[C@H](Cc1cnc[nH]1)NC(=O)[C@H](CCC(=O)O)NC(=O)[C@H](Cc1ccc(O)cc1)NC(=O)[C@H](CCCCN)NC(=O)[C@H](CCC(N)=O)NC(=O)[C@H](Cc1ccc(O)cc1)NC(=O)[C@H](CC(=O)O)NC(=O)[C@@H](NC(=O)[C@@H]1CCCN1C(=O)[C@H](CC(=O)O)NC(=O)[C@H](CC(N)=O)NC(=O)[C@H](CC(=O)O)NC(=O)CNC(=O)[C@H](CC(=O)O)NC(=O)[C@@H]1CCCN1C(=O)[C@H](CCC(N)=O)NC(=O)[C@H](Cc1ccc(O)cc1)NC(=O)[C@H](C)NC(=O)[C@H](Cc1c[nH]c2ccccc12)NC(=O)[C@H](Cc1ccccc1)NC(=O)[C@@H](NC(=O)[C@@H](N)CO)[C@@H](C)O)[C@@H](C)O)[C@@H](C)O)C(=O)N[C@@H](C)C(=O)N1CCC[C@H]1C(=O)NCC(=O)N[C@@H](CC(=O)O)C(=O)N[C@@H](Cc1ccc(O)cc1)C(=O)O	12.4%	-5.4%
12	COc1ccc(-c2c(C)cc3oc(=O)cc(-c4ccccc4)c3c2C)cc1C=O	-9.7%[89.1 µM]	-8.1%[119 µM]
13	O=C(O)CCC1CCCC1	0.6%	0.7%
14	OC[C@H]1O[C@@H](O[C@@H]2OC=C[C@H]3[C@H](O)[C@@H]4O[C@]4(CO)[C@@H]23)[C@H](O)[C@@H](O)[C@@H]1O	8.8%	-1.7%
15	CC[C@H](C)[C@H](NC(=O)[C@H](Cc1cnc[nH]1)NC(=O)[C@@H](NC(=O)[C@H](CCCNC(=N)N)NC(=O)[C@H](CCCCN)NC(=O)[C@H](CCCNC(=N)N)NC(=O)[C@H](CCCCN)NC(=O)[C@@H](N)CC(N)=O)[C@@H](C)CC)C(=O)NCC(=O)N1CCC[C@H]1C(=O)NCC(=O)N[C@@H](CCCNC(=N)N)C(=O)N[C@@H](C)C(=O)N[C@@H](Cc1ccccc1)C(=O)N[C@@H](Cc1ccc(O)cc1)C(=O)N[C@H](C(=O)N[C@H](C(=O)N[C@@H](CCCCN)C(=O)N[C@@H](CC(N)=O)C(=O)N[C@H](C(=O)N[C@H](C(=O)NCC(=O)N[C@H](C(=O)N[C@H](C(=O)N[C@@H](CS)C(=O)O)[C@@H](C)CC)[C@@H](C)O)[C@@H](C)CC)[C@@H](C)CC)[C@@H](C)O)[C@@H](C)O	?	6.2%
16	CSCC[C@H](NC(=O)CN)C(=O)N[C@@H](CC(=O)O)C(=O)N[C@@H](CO)C(=O)N[C@@H](CC(C)C)C(=O)N[C@@H](C)C(=O)N[C@@H](Cc1ccccc1)C(=O)N[C@@H](CO)C(=O)NCC(=O)NCC(=O)N[C@@H](CC(C)C)C(N)=O	-2.9%	5.6%
17	COc1ccc(OC)c(C2=Nn3c(nnc3-c3cc(OC)ccc3OC)SC2)c1	-0.7%	10.2%
18	CCOC(=O)CNC(=O)O[C@@H]1C(=O)c2cc(OC)ccc2O[C@H]1c1cccc(OC)c1	-6.7%	-3.8%
19	C[C@@]12CCc3occc3[C@H]1CC[C@@]13C[C@@H](CC[C@H]12)[C@@](O)(CO)C3	6.5%	-4.1%
20	CCCCCC(=O)c1c(O)cc(OC)c(Cl)c1O	28.3%	0.4%
21	NC(=O)c1cccc(C[C@H](C(=O)O)N2C(=O)c3ccc(C(=O)O)cc3C2=O)c1	10.2%	-10.4%
22	CCCC[C@H]1CCCO[C@@](C(=O)NCc2ccccc2)(C(F)(F)F)C1	29.5%	-6.6%
23	Cc1cn(C2CC3OCC(NC(=O)C(NC(=O)OC(C)(C)C)C(C)OCc4ccccc4)C3O2)c(=O)[nH]c1=O (stereo not given)	3.0%	-3.0%
24	COC(=O)C(CC(C)C)NS(=O)(=O)c1ccccc1Br (stereo not given)	?	-9.9%
25	C[C@]12O[C@H]1[C@@H](O)C(Br)=C(CO)[C@H]2O	-6.7%	3.9%
26	O=C(/C=C/c1ccc(O)c(O)c1)c1ccc(O)cc1O	-12.1%	-2.9%
27	COc1cc(C(C)C)c2c(c1)S(=O)(=O)N(COc1cc(=O)n3cccc(OCCN4CCCCC4)c3n1)C2=O	3.3%	0.4%
28	CN(C)/[N+]([O-])=N/Oc1cc(O/[N+]([O-])=N/N2CCCC2CO)c([N+](=O)[O-])cc1[N+](=O)[O-] (stereo not given)	-2.0%	-9.0%
29	COc1cc(OC)cc(-c2nnc3n2N=C(c2cc(OC)ccc2OC)CS3)c1	3.3%	-3.4%
30	N[C@@H](CSSC[C@H](N)C(=O)O)C(=O)O	2.0%	-0.9%
31	COC(=O)CN1CCC(=O)c2ccccc2S1(=O)=O	4.9%	6.8%
32	COc1cc(OC)c2c(-c3cccc(-c4sccc4C(C)=O)c3)cc(=O)oc2c1	-4.9%	11.4%
33	NCCCC[C@H](NC(=O)CNC(=O)[C@@H]1CCCN1C(=O)[C@H](Cc1ccc(O)cc1)NC(=O)CN)C(=O)N[C@@H](Cc1ccccc1)C(=O)O	7.4%	-2.0%
34	COc1ccc(SCC(c2ccccc2)N2CCN(CC(C)C)CCC2=O)cc1 (stereo not given)	0.2%	-5.2%
35	CC(OCc1ccccc1)C(NC(=O)OC(C)(C)C)C(=O)NC1COC2CC(n3ccc(=O)[nH]c3=O)OC12 (stereo not given)	16.4%	4.4%
36	C[C@H]1C(c2cccc(Cl)c2)=NN(c2ccccc2)[C@@H]1CO	?	26.6%[119 µM]
37	C=C(C)CC(C)(C)C	0.5%	-3.8%
38	CC(C)[C@@H]1NC(=O)[C@@H](Cc2ccccc2)NC(=O)[C@H](CC(=O)O)NC(=O)CNC(=O)[C@H](CCCN=C(N)N)NC1=O	-0.4%	-3.5%
39	COC(=O)C1=C[C@@H](C(=O)OC)[C@@H]2C3=C(C(=O)C2(C)C)[C@H](c2ccccc2)[C@@H]2C(=O)N(C)C(=O)[C@@H]2[C@@H]3C1	6.2%	-6.5%
40	OC1c2ccccc2N=C2CCCN21 (stereo not given)	2.5%	2.1%
41	COc1ccc(C2C=C3CNS(=O)(=O)C3CC2OC(=O)c2ccc(Cl)cc2)cc1 (stereo not given)	-4.7%	2.8%
42	CCC(=O)OC1CCC2C3CCc4cc(O)ccc4C3CC[C@]12C (stereo not given in full)	9.5%	-3.1%
43	CCOc1ccccc1-c1ccc(C(=O)O)s1	10.2%[89.1 µM]	-1.0%[119 µM]
44	CCC(Nc1ncnc2ccc(-c3c(C)noc3C)cc12)c1ccccc1 (stereo not given)	1.4%	-0.5%
45	COC(=O)[C@@H]1CCCN1C(=O)[C@@H](NC(=O)OC(C)(C)C)C(C)C	-0.6%	-4.5%
46	COc1ccc(-c2ccc(C3C4C=CCC(C)C4C(=O)N3Cc3ccccc3)c(F)c2)cc1OC (stereo not given)	-2.7%	-1.8%
47	O=C(O)c1ccc2c(c1)C(=O)N([C@H](Cc1ccc(C(F)(F)F)cc1)C(=O)O)C2=O	-11.3%	-7.7%

# Bioassay records deposited in PubChem BioAssay by National Center for Advancing Translational Sciences (NCATS).

# An excerpt (hit frequency here may not be typical).
